MITF primary: MITF inhibitors, primary screen, biochemical, AlphaScreen, human | AlphaScreen MITF homodimerization, bead proximity signal | inhibition, % at 2.6 µM | 0.91% of 650,000 active | AID 1259374, 2018; in the data active means inhibition above about 50%;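 further: 0% = vehicle wells with protein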
Target sequence (O75030 whole entry, looked up): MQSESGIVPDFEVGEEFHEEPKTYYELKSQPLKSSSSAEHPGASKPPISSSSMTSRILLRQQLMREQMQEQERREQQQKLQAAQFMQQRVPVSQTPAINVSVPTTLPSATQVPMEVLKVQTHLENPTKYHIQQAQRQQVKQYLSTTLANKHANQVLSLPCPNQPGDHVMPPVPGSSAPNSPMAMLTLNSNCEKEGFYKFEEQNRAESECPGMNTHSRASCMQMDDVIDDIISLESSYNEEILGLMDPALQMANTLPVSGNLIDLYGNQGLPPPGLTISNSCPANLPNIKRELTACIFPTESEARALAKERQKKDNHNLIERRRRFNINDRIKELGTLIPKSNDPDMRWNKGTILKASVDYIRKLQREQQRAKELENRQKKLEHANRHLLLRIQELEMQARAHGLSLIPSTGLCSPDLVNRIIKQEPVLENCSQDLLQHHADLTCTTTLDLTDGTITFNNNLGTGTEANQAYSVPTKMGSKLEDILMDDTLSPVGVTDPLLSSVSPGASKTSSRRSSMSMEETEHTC
TEAD-YAP inh: TEAD-YAP interaction inhibition, primary screen, TEAD-YAP interaction inhibitor project, luminescence, HEK-TIYL cells | TEAD-Gal4/YAP UAS-luciferase luminescence | inhibition, % at 9.12 µM | 1.4% of 640,000 active; in the data active means inhibition above about 32%;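 further: 0% = median of test compound wells and 100% = reference inhibitor wells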
FBW7 act: FBW7 E3 ligase activators, primary screen, biochemical, AlphaScreen, human | AlphaScreen FBW7–phospho-cyclin E peptide binding, activator screen | normalized activity (activation), % at 26.1 µM | 0.13% of 650,000 active; in the data active means normalized activity above about 1.9%;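 further: purified mutant Fbw7 with reduced substrate affinity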
GPR151 activ: activators of human GPR151, primary screen, cell-based, PathHunter beta-arrestin, luminescence; G-protein coupled receptor 151 (Homo sapiens), Q8TDV0; PathHunter beta-arrestin GPR151 cells; activation, % at 11.2 µM; 1% of 650,000 active; in the data active means activation above about 4.9%;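 further: 0% = median of compound wells and 100% = cells with positive control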
Target sequence (Q8TDV0 whole entry, looked up): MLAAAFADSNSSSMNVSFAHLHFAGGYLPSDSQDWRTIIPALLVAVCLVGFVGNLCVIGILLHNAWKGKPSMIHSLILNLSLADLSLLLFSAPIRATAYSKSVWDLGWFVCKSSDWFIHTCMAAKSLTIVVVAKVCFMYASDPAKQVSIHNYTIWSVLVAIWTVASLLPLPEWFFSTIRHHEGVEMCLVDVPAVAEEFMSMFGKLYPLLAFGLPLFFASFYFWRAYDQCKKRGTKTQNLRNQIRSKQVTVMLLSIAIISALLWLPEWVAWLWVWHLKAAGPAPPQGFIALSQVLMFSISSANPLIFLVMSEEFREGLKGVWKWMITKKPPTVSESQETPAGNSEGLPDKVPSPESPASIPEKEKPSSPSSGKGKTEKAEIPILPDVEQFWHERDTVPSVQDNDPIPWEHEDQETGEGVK
An asterisk follows results filed as active; . = no result given.

Sequence of screens: TEAD-YAP inh	MITF primary	GPR151 activ	FBW7 act
> NS(=O)(=O)c1ccc2oc3cc([N+](=O)[O-])ccc3c2c1
    10.4	12.2	-1.1	0.0
> CCOc1ccc(C(=O)COC(=O)c2cccc(S(=O)(=O)N3CCCCCC3)c2)cc1
    0.2	3.7	-0.7	0.0
> c1ccc(OCCNc2ncnc3nc(Nc4ccncc4)[nH]c23)cc1
    1.6	8.6	-0.9	-0.3
> CCc1ccccc1NC(=S)N(CCN(C)C)Cc1cccs1
    1.0	3.5	-1.0	-0.1
> CCc1nnc(NC(=O)c2cc(-c3ccc(C)cc3)nc3ccccc23)s1
    -13.4	7.7	-1.1	0.1
> Cn1cnc2c1c(=O)[nH]c(=O)n2CCO
    1.6	-1.9	0.4	0.3
> CCOC(=O)c1ccc(NC(=O)NC(=O)C(F)(F)F)cc1
    -4.7	5.0	-1.2	1.0
> CC1CCCC(NC(=O)C2N(Cc3ccccc3)C(=O)C3C(C(=O)Nc4ccc(Cl)cc4)C4C=CC32O4)C1C (stereo unspecified)
    -5.3	10.4	-0.8	0.5
> Cc1c(Cl)cccc1NC(=O)CNC(=O)c1cccs1
    0.7	8.8	-0.4	-0.1
> COc1cc(/C=C2\C(=O)N(c3ccc(S(N)(=O)=O)cc3)N=C2C)cc(Br)c1OCc1ccccc1
    -8.5	-7.6	-0.7	-0.5
> COc1cc(OC)c(NS(=O)(=O)c2ccc3c(c2)oc(=O)n3C)cc1Cl
    5.2	4.3	0.5	0.0
> CCCCN1C(=O)C(O)=C(C(C)=O)C1c1ccc(F)cc1 (stereo unspecified)
    8.8	7.0	0.4	0.2
> O=C(CCC1CCN(C(=O)C2=CCCC2)CC1)Nc1ccccc1
    -9.0	-2.8	-0.3	0.0
> Cc1ccc(C)c(NC(=O)C(=O)N/N=C/c2ccccc2C(=O)O)c1
    2.2	14.8	-0.8	0.4
> O=C(NCCCN1CCOCC1)C1CCCN(c2nnc(N3CCCC3=O)s2)C1 (stereo unspecified)
    -0.4	3.0	-1.7	0.8
> CN1CCC(N(C)Cc2cc(Cl)cc(Cl)c2O)CC1
    -2.5	10.5	0.6	-0.1
> COc1ccc(OC)c(/C=C2/SC(=S)N(CCC(=O)O)C2=O)c1
    2.6	11.4	-2.8	0.1
> COc1cccc(CNCc2ccc(C#N)cc2)c1
    5.4	31.4	0.0	0.6
> O=C(NCCC1CCCCN1S(=O)(=O)c1cccs1)C(=O)NCc1ccccn1 (stereo unspecified)
    0.9	1.5	0.2	-0.1
> Cc1ccc(N2NC(=O)/C(=C/c3ccc(-c4ccc5c(c4)C(=O)NC5=O)o3)C2=O)cc1C
    3.1	11.3	0.1	0.2
> COC(=O)C1=C(C)NC(C)=C(C(=O)OC)C1c1ccc(-c2ccc(Cl)cc2)o1
    -2.7	-5.9	-1.6	-0.1
> CSc1ccccc1NC(=O)CSc1nnc(C)c(=O)[nH]1
    5.9	-8.3	1.2	-0.2
> CCCn1nnc(NC(=O)COc2cccc3ccccc23)n1
    -1.4	18.5	0.2	0.4
> O=C(NC1=NCCS1)c1ccc(C(F)(F)F)cc1
    -33.9	13.8	-0.9	0.7
> CCOCCCNCc1ccc(OCCC(C)C)c(OC)c1
    -14.9	24.2	0.1	-0.1
> Cc1cc(C)cc(OCC(=O)Nc2ccccn2)c1
    -42.3	9.8	-0.7	-0.1
> O=C(NCCC1=CCCCC1)C(=O)Nc1ccc(Br)cc1
    -12.6	-0.5	2.5	-0.2
> COc1cccc(N2CCN(CC(=O)Nc3ccc(Br)cc3)CC2)c1
    22.0	2.5	0.0	-0.1
> CC(=O)c1ccc(NC(=O)CSc2nnc3[nH]c(=O)c(Cc4ccc(C)cc4)nn23)cc1
    -2.3	4.0	-1.0	0.1
> O=C1C(=O)N(c2ccccn2)C(c2ccccc2F)/C1=C(\O)c1ccc([N+](=O)[O-])cc1 (stereo unspecified)
    0.0	19.6	-0.3	0.3
> CCOc1ccc(-n2cc(C(=O)NCC3CCCN3CC)c3cc(OC)c(OC)cc3c2=O)cc1 (stereo unspecified)
    9.6	-15.0	-0.6	-0.2
> Cc1nn(C)c2nc(NNC(=O)Nc3cc(Cl)nc(Cl)c3)cc(C(C)C)c12
    .	-18.5	-1.0	.
> Oc1ccc(C2NN=C(Cc3ccccc3)S2)c(O)c1 (stereo unspecified)
    7.7	102.3*	0.3	-0.1
> CC(=O)Nc1ccc(NC(=O)C(C)N2C(=O)c3ccccc3C2=O)cc1 (stereo unspecified)
    -0.3	-5.5	0.7	-0.2
> CS(=O)(=O)N(CCc1ccccc1)CC(=O)NCc1ccccc1Cl
    -4.8	9.4	-0.4	0.4
> O=C(OCN1C(=O)c2ccccc2C1=O)c1ccc(Br)o1
    -8.2	0.8	-1.3	0.1
> O=C(Nc1cc(F)cc(F)c1)c1ccc([N+](=O)[O-])cc1Cl
    -5.7	11.2	2.7	0.2
> COc1cc(OC)cc(C(=O)Nc2ccc(-c3nc4ccc(C)cc4o3)cc2)c1
    -5.3	13.9	-0.5	0.3
> CCOc1cccc(C2NC(C)(C(=O)O)C3C(=O)N(c4ccccc4OC)C(=O)C23)c1O (stereo unspecified)
    -6.7	-6.8	1.1	-0.2
> COC(=O)[C@@H](NC(=O)c1cc(CCc2ccccc2)no1)C(C)C
    -56.3	-12.2	-0.3	0.1
> CC(CCCC(C)(C)O)CC1C2=C(CCCC2=O)OC2=C1C(=O)CCC2 (stereo unspecified)
    5.3	3.9	0.0	-0.1
> CC(C)CC(=O)NS(=O)(=O)c1ccc(NC(=O)c2ccco2)cc1
    6.6	-14.0	1.0	0.0
> Cc1cccc(NC(=S)N(C)C2CCN(C)CC2)c1
    1.0	6.5	0.2	-0.1
> COc1nc(NCCOc2ccccc2)nc(-c2cccc(C(C)=O)c2)n1
    -12.6	3.5	0.5	0.1
> COc1ccc(NC(=O)c2c(NC(=O)COc3ccccc3)sc3c2CCC(C)C3)cc1 (stereo unspecified)
    -4.3	-7.7	-1.0	0.1
> NC(=O)C1CCN(C(=O)c2ccc(F)c(S(=O)(=O)N3CCOCC3)c2)CC1
    1.2	0.4	1.5	0.1
> CCc1ccccc1NC(=O)C1Sc2nnc(C)n2NC1c1ccccc1 (stereo unspecified)
    2.9	-1.5	-0.7	-0.1
> O=C(Cc1cccs1)N1CCCC(c2nc(-c3ccc(Cl)cc3)no2)C1 (stereo unspecified)
    -8.8	-15.6	-0.5	0.1
> CCOC(=O)C1=C(C)N=c2s/c(=C/c3cc(Br)ccc3O)c(=O)n2C1c1cc(OC)ccc1OC (stereo unspecified)
    0.2	14.6	1.2	0.8
> Oc1ccc(Br)cc1C1CC(c2ccc(Br)cc2)=NC(c2ccc(Cl)cc2)N1 (stereo unspecified)
    7.8	-1.4	3.3	0.2
> COc1ccc([N+](=O)[O-])cc1NC(=O)CSc1cccc[n+]1[O-]
    6.9	-6.5	2.3	-0.1
> COc1ccc(-n2nc(C(=O)Nc3cc(C)c(Cl)cc3OC)c3ccccc3c2=O)cc1
    -5.2	-1.2	-1.4	-0.1
> OC1c2cccc3cccc(c23)-c2nc3ccccc3n21 (stereo unspecified)
    -19.9	-9.8	0.3	0.3
> COC(=O)c1c(NS(=O)(=O)Cc2ccccc2)sc2c1CCCC2
    -4.1	-3.1	-0.7	-0.1
> C[C@H](NC(N)=O)C(=O)NCc1ccc2c(c1)OCO2
    5.7	12.7	-0.2	0.2
> CCOC(=O)CCC(=O)Nc1ccc(Cc2ccc(NC(=O)CCC(=O)OCC)cc2)cc1
    -1.3	-7.5	0.1	0.0
> COCc1cc(C)nc2sc3c(nc(C)n4c5cc([N+](=O)[O-])c([N+](=O)[O-])cc5nc34)c12
    -11.6	10.9	1.3	0.2
> CCN(c1ccccc1)c1nc(=O)c2cccnc2s1
    -9.0	-6.2	-0.5	-0.1
> CCNc1nc(NCc2ccccc2)c2ncn(C3CCCCC3)c2n1
    -7.5	7.7	2.4	0.0
> Cc1ccccc1OCC(=O)NS(=O)(=O)c1ccc(Cl)cc1
    7.8	18.5	1.1	0.2

Given with each value named: part of the list above.
COc1ccc(NC(=O)c2c(NC(=O)COc3ccccc3)sc3c2CCC(C)C3)cc1 (stereo unspecified)
  TEAD-YAP inh = -4.3	MITF primary = -7.7	GPR151 activ = -1.0	FBW7 act = 0.1
NC(=O)C1CCN(C(=O)c2ccc(F)c(S(=O)(=O)N3CCOCC3)c2)CC1
  TEAD-YAP inh = 1.2	MITF primary = 0.4	GPR151 activ = 1.5	FBW7 act = 0.1
CCc1ccccc1NC(=O)C1Sc2nnc(C)n2NC1c1ccccc1 (stereo unspecified)
  TEAD-YAP inh = 2.9	MITF primary = -1.5	GPR151 activ = -0.7	FBW7 act = -0.1

Further structures
Sequence of screens: TEAD-YAP inh	MITF primary	GPR151 activ	FBW7 act
> COc1ccccc1/C=C/C(=O)NCC(=O)N=Nc1c(O)[nH]c2ccc([N+](=O)[O-])cc12
    1.0	4.4	2.7	0.1
> COc1ccc(-c2cc(C(F)(F)F)n3ncc(C(=O)Nc4cc(C)ccc4C)c3n2)cc1OC
    -2.8	15.9	-0.4	0.2
> CCN1C(=O)c2cccc3c(S(=O)(=O)Nc4cc(OC)ccc4OC)ccc1c23
    1.0	19.2	-0.5	0.8
> Cc1cccc(Nc2nnc(SCC(=O)NC3CCCCC3)s2)c1
    -7.7	-9.4	-1.2	-0.1
> O=C(CCS(=O)(=O)c1cccc2nonc12)NCc1ccccc1Cl
    3.5	4.2	-0.2	0.2
> N#Cc1ccccc1Cn1ccc(=NCc2ccccc2)cc1
    7.6	16.9	-0.4	0.3
> CCOc1ccc(OCCO/N=C(\N)c2ccccc2C)cc1
    4.3	-12.2	1.0	-0.2
> COc1ccc(OC)c(NC(=O)CN2CCC(NC(=O)C3CCCCC3)CC2)c1
    5.0	11.2	-0.3	0.2
> O=C1N[C@H](Cc2ccccc2)C(=O)N2C[C@@H](NCc3cnn(-c4ccccc4F)c3)C[C@@H]12
    -1.3	14.1	-0.1	0.2
> COC(=O)COc1ccccc1/C=C1\C(=O)N(c2ccccc2)N=C1C
    4.2	27.9	1.5	0.5
> CCOc1ccc(C(=O)COc2ccc(C#N)cc2)cc1
    5.2	14.1	-1.7	0.7
> O=C(NC1CCCCC1)c1ccc(S(=O)(=O)N2CCCCC2)cc1
    -6.5	8.3	-1.9	0.4
> CN(CCC#N)c1ccc(S(C)(=O)=O)cc1[N+](=O)[O-]
    -0.3	-6.6	-0.5	0.8
> CC(C)(C)C(=O)NC1CCN(CC(=O)Nc2cccc(I)c2)CC1
    6.8	7.0	0.7	-0.1
> CC(=O)C(=Cc1cccc(OC(F)F)c1)C(C)=O
    -1.1	-2.5	0.8	0.1
> CCCC(=O)Nc1ccc(Cl)cc1C(=O)O
    0.3	12.5	-1.0	0.7
> COc1cc(Nc2ncc(C(=O)NC3CC3)s2)cc(OC)c1OC
    -12.6	-1.1	2.5	0.0
> O=C(Nc1ccc(I)cc1)c1cccc([N+](=O)[O-])c1
    -7.7	11.8	0.1	-0.1
> Cc1ccc(S(=O)(=O)NCCSCc2ccccc2)cc1
    -7.2	-0.2	-0.4	-0.3
> O=C(Nc1ccc(Br)cc1)N1CCCCC1
    -52.4	-1.8	-0.4	0.1
> O=C(NC1(CCCO)CSCC1O)c1ccccc1 (stereo unspecified)
    -11.9	-5.8	-0.2	-0.1
> COc1cc([N+](=O)[O-])ccc1NC(=S)N1CCN(C(=O)C2CCCO2)CC1 (stereo unspecified)
    3.1	27.4	0.2	-0.2
> Cn1c2c(c(=O)n(C)c1=O)C(c1ccc(OC(=O)c3ccc(Br)cc3)cc1)C1C(=O)c3ccccc3C1=N2 (stereo unspecified)
    3.8	-6.6	-0.6	0.2
> CSc1ccc(S(=O)(=O)N2CCN(c3ccccc3)CC2)cc1
    -7.8	1.9	2.3	-0.1
> COc1ccc(N2CCN(C(=O)CNC(=O)Cc3ccccc3)CC2)cc1
    -0.1	-5.9	-1.3	-0.2
> CCC(=O)Nc1ccc(NC(=O)COc2ccc(C)cc2C)cc1
    -8.7	2.9	2.0	-0.1
> COc1ccc(C2C3C(=O)N(c4ccc(C)cc4)C(=O)C3N3CCCN23)cc1 (stereo unspecified)
    1.5	-4.6	0.0	-0.2
> COc1ccc(S(=O)(=O)N(CC(=O)N2CCCCCC2)c2ccc(Cl)cc2)cc1
    10.1	2.4	0.5	-0.1
> CCOC(=O)C(C)n1nnc2c(cnn2-c2ccc(F)cc2)c1=O (stereo unspecified)
    -16.1	5.3	0.2	-0.1
> O=C(Nc1ccc(-c2noc(-c3ccccc3Br)n2)cc1)c1cccs1
    -25.1	9.0	0.8	-0.1
